SRC3 TRFRET art = TR-FRET detection interference compounds, artefact control for PPARgamma SRC-3 recruitment agonists, biochemical, TR-FRET ratio | TR-FRET artefact counter-screen, PPARgamma/SRC-3 format; hits give high values | TR-FRET ratio at 8 µM | actives 0.39% (n = 99,000); in the data active means TR-FRET ratio above about 2000; further: inactives centre near 1600
SRC1 TRFRET art = TR-FRET detection interference compounds, primary screen, artefact control for PPARgamma SRC-1 recruitment agonists, biochemical, TR-FRET emission ratio | TR-FRET detection artefact counter-screen; hits give high values | TR-FRET ratio at 8 µM | actives 0.34% (n = 99,000) | AID 1051, 2008; in the data active means TR-FRET ratio above about 2300; further: inactives centre near 1800
An asterisk follows results filed as active.

SMILES	SRC3 TRFRET art	SRC1 TRFRET art
CCN(Cc1ccccc1)C(=O)c1ccc(CNS(=O)(=O)c2ccc(C)cc2)cc1	1745	1682
O=C(Nc1ccccn1)c1ccc2c(c1)OCCO2	1549	1742
CC(=O)NCC(=O)N(Cc1ccco1)C1(C(=O)NC2CCCC2)CCCCC1	1607	1792
Cc1[nH]n(-c2ccc(Br)cc2)c(=O)c1C=Nc1ccc(S(=O)(=O)Nc2nccs2)cc1	1394	1716
Cc1cc2nnc(SCC(=O)N3CCCCCC3)n2c(N)n1	1717	1911
Cc1ccc(NC(=O)CSc2n[nH]c(=O)n2C2CC2)cc1S(=O)(=O)N1CCOCC1	1481	1968
CCC/C(O)=C1\C(=O)CC(C)(C)CC1=Nc1ccccc1O	1588	1682
CCOC(=O)c1ccc(N=c2sc(C(=O)OC)cc(=O)n2Cc2ccco2)cc1	1781	1658
COC(=O)c1sc2[nH]c(=S)n(N)c(=O)c2c1C	1878	2089
COc1ccc(-n2c(Cc3cc(=O)[nH]c(=O)[nH]3)nnc2SCC(=O)Nc2cc(C(F)(F)F)ccc2Cl)cc1	1709	1812
CC(C)NC(=O)CN1CCN(C(=O)CCl)CC1	1497	1696
Cc1ccccc1OCC(=O)NCCC1=CCCCC1	1600	1721
CC(=O)c1ccc(N2CCN(S(=O)(=O)c3ccccc3)CC2)c(F)c1	1503	1778
O=S(=O)(c1ccc(Cl)cc1)N1CCN(c2nc(-c3cccs3)nc3ccccc23)CC1	1543	1716
Cc1c(Cl)ccc2c(C(=O)NCCN3CCCCC3)cc(-c3ccccn3)nc12	1603	1723
Cc1ccc(NC(=S)N(Cc2ccc(Cl)cc2)Cc2ccc(C(=O)O)cc2)cc1Cl	1438	1651
CCOC(=O)/C(C#N)=C/c1cn(CCC(=O)O)nc1-c1ccc(F)cc1	1668	1993
CNC(=O)NC(=O)C(C)OC(=O)CCCSc1nc2ccccc2s1 (stereo not drawn)	1726	1632
COc1ccc2nc(Nc3nc(CSc4nc5ccccc5[nH]4)cc(=O)[nH]3)nc(C)c2c1	1491	1771
CCOC(=O)/C(C#N)=C/c1c(OCC)n(CC)c2ccccc12	1675	1755
CCOc1ccc(Nc2nc(N)nc(CN(C)C3CCCCC3)n2)cc1	1797	1874
N#CCSc1nnc(-c2ccc3c(c2)OCO3)o1	1607	1937
COc1ccc(-c2[nH]ncc2CN(Cc2nccn2C)C(C)C)c(F)c1	1502	1440
COc1ccc(C(=O)NCc2nnc(SC)n2Cc2ccccc2)cc1	1600	1785
Nc1c([N+](=O)[O-])cc(-c2cnc[nH]2)cc1[N+](=O)[O-]	1718	2023
SMILES	SRC3 TRFRET art	SRC1 TRFRET art
O=C(O)CSc1nnc(COc2cccc3cccnc23)n1-c1ccc(Cl)cc1	1404	1959
CN(C)C(=O)c1c2c(nc3ccccc13)CCCC2	1584	1707
Cc1nc2sc3c(c2c2nc(-c4ccco4)nn12)CCCC3	1586	2037
O=C(NC1CCCC1)C1CCCN(S(=O)(=O)c2ccc(-n3cnnn3)cc2)C1 (stereo not drawn)	1701	1726
CC(CCn1cccn1)NC(=O)c1cc(COc2ccc(F)cc2F)on1 (stereo not drawn)	1694	2004
COc1cc(CNCCSc2nnnn2C)cc(Br)c1OCc1ccccc1	1543	1920
N#CCn1c2ccccc2c2nc3ccccc3nc21	1539	1848
CC(C)(C)C1CCc2c(sc(NC(=O)C3CC=CCC3C(=O)O)c2C#N)C1 (stereo not drawn)	1442	1726
CCOC(=O)c1ccc(N/N=C/c2cc(Br)cc([N+](=O)[O-])c2O)cc1	1576	1737
CCN1CCN(c2nc(S(=O)(=O)c3ccc(C)cc3)c(Cl)s2)CC1	1578	1475
CCC1(CC)NC(=O)N(CC(=O)Nc2ccc(S(=O)(=O)N3CCOCC3)cc2)C1=O	1575	1958
CC(C)C(C)NC(=O)CN1C(=O)NC2(CCCc3ccccc32)C1=O (stereo not drawn)	1634	1702
CC(C)NC(=O)CC1C(=O)NCCN1CC(c1ccccc1)c1ccccc1 (stereo not drawn)	1578	1579
CC1(C)CC(N2CCCC2)=CC(=[N+]2CCCC2)C1	1580	1996
O=C(COC(=O)/C=C/c1ccco1)NCc1ccccc1	1407	1636
Cc1ccc(CNC(=O)CCC2CCCN(C(=O)CCC(F)(F)F)C2)o1 (stereo not drawn)	1643	1627
Cc1ccc(C)c(S(=O)(=O)N2CCCOC2CNC(=O)C(=O)NCc2cccnc2)c1 (stereo not drawn)	1555	1774
CCN(CC)CC(=O)Nc1sc2c(c1C(=O)c1ccccc1C)CCC2	1506	1795
COc1ccc(N(C(=O)c2ccc(Br)o2)C2C=CS(=O)(=O)C2)c(OC)c1 (stereo not drawn)	1541	1894
C=CCN1C(=O)CS/C1=N\S(=O)(=O)c1ccc(Cl)cc1	1551	1453
CC(C)(C)c1n[nH]c2c1CCCC2	1683	1901
C/C(=N/NC(=O)CNC(=O)C1COc2ccccc2O1)c1ccc2c(c1)OCCO2 (stereo not drawn)	1512	2108
CN(Cc1nc(Cc2ccccc2F)no1)CC1(N2CCOCC2)CCCCC1	1447	1551
Cn1c(=O)c(C(=O)COC(=O)c2cc(C3CC3)nc3ccccc23)c(N)n(Cc2ccccc2)c1=O	1753	1544
CCOC(=O)c1[nH]c2c(c1C)C(=O)CC(c1ccc(N(C)C)cc1)C2 (stereo not drawn)	1770	2220

Five entries already listed, arranged by heavy-atom count, ascending.
SMILES	SRC3 TRFRET art	SRC1 TRFRET art
CCOC(=O)c1[nH]c2c(c1C)C(=O)CC(c1ccc(N(C)C)cc1)C2 (stereo not drawn)	1770	2220
CCN(CC)CC(=O)Nc1sc2c(c1C(=O)c1ccccc1C)CCC2	1506	1795
CC(C)NC(=O)CC1C(=O)NCCN1CC(c1ccccc1)c1ccccc1 (stereo not drawn)	1578	1579
Cc1[nH]n(-c2ccc(Br)cc2)c(=O)c1C=Nc1ccc(S(=O)(=O)Nc2nccs2)cc1	1394	1716
COc1ccc2nc(Nc3nc(CSc4nc5ccccc5[nH]4)cc(=O)[nH]3)nc(C)c2c1	1491	1771

Later entries
SMILES	SRC3 TRFRET art	SRC1 TRFRET art
COc1ccc(CC2(C)OC(c3ccc(C)cc3)=NN2C(C)=O)cc1 (stereo not drawn)	1658	1883
O=C(COC(=O)CCc1ccc(S(=O)(=O)N2CCOCC2)cc1)NC1CCCC1	1471	1662
CCN(CCCNC(=O)C1CCN(S(=O)(=O)CC)CC1)c1ccccc1	1545	1934
Cc1c(NC(=O)Cn2cc([N+](=O)[O-])cn2)c(=O)n(-c2ccccc2)n1C	1353	1728
Cc1cc(C)cc(NC(=O)CN(c2ccc(F)cc2)S(C)(=O)=O)c1	1539	1707
CCN(CC)S(=O)(=O)c1ccc(OC(C)C)c(N)c1	1739	1929
O=C(O/N=C(\c1ccccc1)c1ccncc1)c1ccccc1Cl	1516	1889
Cc1ccc(S(=O)(=O)N(C)c2c(C)ccc(S(=O)(=O)N3CCN(C)CC3)c2C)cc1	1618	1752
Cc1cccc(-c2nc3ccccc3c(=O)n2NC(=O)c2ccc([N+](=O)[O-])c(C)c2)c1	1721	1945
Cc1ccc(S(=O)(=O)NCC(=O)OCC(=O)Nc2cccc(S(=O)(=O)NC3=NCCCCC3)c2)cc1	1526	1540
Cc1nonc1C(=O)N/N=C/c1ccccc1	1406	1781
CCc1ccc(OCC(=O)Nc2ncn[nH]2)cc1	1690	1786
Nc1cnn(Cc2ccc(F)cc2)c1	1667	1891
CCCC(C)C(=O)Nc1cc([N+](=O)[O-])ccc1Cl (stereo not drawn)	1571	1718
O=C(/C=C/c1ccc(Cl)cc1)N1CCN(c2c(Cl)cccc2[N+](=O)[O-])CC1	1841	1878
CN(C)/C=N/S(=O)(=O)c1ccc(Cl)cc1	1435	1822
CC(C)(C)NCC(O)c1cc(O)cc(O)c1 (stereo not drawn)	1540	1926
Cc1nnc(Nc2ccc(C(=O)O)cc2)[nH]c1=O	1607	1930
C=CCSc1nc2[nH]ncc2c(=O)[nH]1	1512	1737
Cc1ccc(OCC(=O)Nc2ccc(F)cc2)c([N+](=O)[O-])n1	1614	1737
Cc1onc(-c2ccccc2)c1C(=O)OCC(=O)NCc1ccc(F)cc1	1859	2101
COc1ccc2[nH]c(=O)c(CN(CC3CCCO3)C(=S)Nc3ccccc3)cc2c1 (stereo not drawn)	1425	1628
Cc1nnc(SCC(=O)O)o1	1634	1783
COc1ccc(C2=NN(C(N)=S)C(c3ccco3)C2)cc1 (stereo not drawn)	1712	1814
CCC(=O)N/N=C(\C)CC(=O)Nc1cc(Cl)ccc1C	1381	1840
SMILES	SRC3 TRFRET art	SRC1 TRFRET art
Cc1ccsc1S(=O)(=O)N1CCC(CO)(CC2CCCCO2)CC1 (stereo not drawn)	1562	1843
CN1CCN(CCC(=O)N/N=C/C=C2\N(C)c3ccccc3C2(C)C)CC1	1636	1885
Cc1ccc(OCC(=O)Nc2ccc(C)c(S(=O)(=O)N3CCCCC3)c2)c([N+](=O)[O-])n1	1675	1748
COc1ccc(C(=O)Nc2cccc(-c3cc4ccccc4oc3=O)c2)cc1[N+](=O)[O-]	1831	1974
O=C(O)CN1C(c2ccccc2O)Nc2ccc(Br)cc2C1c1ccccc1 (stereo not drawn)	1518	2022
CNC(=S)N/N=C/c1ccc(-c2cc([N+](=O)[O-])ccc2Cl)o1	1739	1858
CCNC(=O)COc1ccc(C=O)cc1OC	1342	1967
CC(=O)NC(CC(=O)Nc1nc(C)cs1)c1ccccc1 (stereo not drawn)	1752	2155
O=C(NC1CCCC1)C(c1ccncc1)N(Cc1ccco1)C(=O)c1ccc(-c2ccccc2)[nH]1 (stereo not drawn)	1689	1832
CCN(C(=O)COC(=O)c1cc(-c2ccccc2)nn1-c1ccccc1)C1CCS(=O)(=O)C1 (stereo not drawn)	1770	1934
CCOCC(O)CNc1ccccc1 (stereo not drawn)	1592	1682
CC(=O)NCC(=O)OCC(=O)N1c2ccccc2Sc2ccccc21	1682	1705
C=CCOC(=O)C1=C[C@H](c2ccccc2)[C@@H](CCCO)[C@H](OCC)O1	1523	1803
CC(C)Sc1nc(-c2cccs2)nc2c1c(=O)n(C)c(=O)n2C	1775	1906
O=C(COC(=O)CNS(=O)(=O)c1cccc(Br)c1)NC(=O)Nc1ccc2c(c1)OCCO2	1442	1840
COc1c(O)ccc(/C=C(\C#N)c2nc3ccccc3[nH]2)c1[N+](=O)[O-]	1301	1559
COc1ccc(CC(=O)N/N=C(\C)c2ccccn2)cc1	1738	1774
CC1(C)Oc2ccc3ccc(=O)oc3c2/C(=C/Nc2ccc(O)cc2)C1=O	1656	1866
COCCNc1nc2c(S(=O)(=O)c3cc(C)ccc3C)nnn2c2ccccc12	1583	1850
CS(=O)(=O)N1CCN(c2ccc([N+](=O)[O-])c(NCc3ccc(Cl)cc3)c2)CC1	1507	1859
CC(=O)Nc1ccc(CNC(=O)C[N+]2(C)CCOCC2)cc1	1566	1639
COc1ccc(OC)c(/C=C/C(=O)N(C)CC(=O)Nc2cc(C)ccc2C)c1	1735	1731
CCN1CCN(C(=O)CN(C)S(=O)(=O)c2ccc3ccccc3c2)CC1	1573	1637
COc1ccccc1C(CC(=O)c1ccccc1)CC(=O)c1ccccc1	1396	1698
Cc1oc(-c2cccc(C(F)(F)F)c2)nc1CN1CCC[C@H]1CO	1538	1448

Copied from the results shown (three entries):
SMILES	SRC3 TRFRET art	SRC1 TRFRET art
CCOC(=O)/C(C#N)=C/c1c(OCC)n(CC)c2ccccc12	1675	1755
CCOc1ccc(Nc2nc(N)nc(CN(C)C3CCCCC3)n2)cc1	1797	1874
N#CCSc1nnc(-c2ccc3c(c2)OCO3)o1	1607	1937

(further entries)
SMILES	SRC3 TRFRET art	SRC1 TRFRET art
CCOC(=O)c1cc(C(=O)c2cc(Cl)ccc2O)coc1=N	1571	1828
COc1cc(OC)c(OC)cc1CN1CCN(S(=O)(=O)c2ccc(NC(C)=O)cc2)CC1	1454	1675
COc1ccc(C(=O)NNC(=O)c2ccc(C(C)(C)C)cc2)cc1	1509	2016
O=C(Nc1ccc2[nH]c(=O)[nH]c2c1)Nc1ccc(F)cc1F	1560	1957
CC1(C)Cc2ccccc2-c2nc(NCCO)n(-c3ccccc3)c(=O)c21	1486	1788
CCC(C)n1c(SCc2ccccc2)nc2ccsc2c1=O (stereo not drawn)	1726	1982
O=C(O)c1cccc(-n2cccc2C=C2C(=O)c3ccccc3C2=O)c1	1374	1579
Cc1ccc(-n2c(C)cc(C(=O)CN3C(=O)C(=O)N(C4CCCC4)C3=O)c2C)cc1	1717	1808
CN(CCc1ccccn1)C(=O)CCC1CCCN(C(=O)c2cscn2)C1 (stereo not drawn)	1634	1849
COCCNC(=O)CC(=O)N/N=C/c1cccc(C(=O)OC)c1	1630	1918
COc1cccc(NC(=S)N(Cc2ccc(Cl)cc2)Cc2ccc(C(=O)O)cc2)c1	1534	2139
O=C(Nc1ccccc1Cl)N1CCN(Cc2ccc3c(c2)OCO3)CC1	1648	1760
O=C(/C=C/c1ccccc1Cl)Nc1ccc(S(=O)(=O)Nc2ncccn2)cc1	1600	1757
Cn1nc(C(=O)OCC(=O)NC2CCS(=O)(=O)C2)c2ccccc2c1=O (stereo not drawn)	1717	1742
CCn1c(CNC(=O)c2ccc(OC)c(OC)c2)nnc1SCC(=O)Nc1ccccc1	1647	1766
Cc1cc(N2CCOCC2)n2cc(-c3ccccc3)nc2n1	1493	1615
CCN(CC)CCCNC(=O)c1ccc(N2CCCCC2)c(NS(=O)(=O)c2ccc(C)cc2)c1	1657	1863

One compound at a time, from the list above. Screens in order: SRC3 TRFRET art | SRC1 TRFRET art
`CC1(C)Cc2ccccc2-c2nc(NCCO)n(-c3ccccc3)c(=O)c21` in the list: 1486 | 1788
`O=C(Nc1ccc2[nH]c(=O)[nH]c2c1)Nc1ccc(F)cc1F` in the list: 1560 | 1957
`O=C(O)c1cccc(-n2cccc2C=C2C(=O)c3ccccc3C2=O)c1` in the list: 1374 | 1579

A portion of the library; count on the stated rates, not on these rows.
